High-throughput results (PubChem)
RmlCD inh 1536 = M. tuberculosis RmlC/RmlD coupled enzyme inhibitors, primary screen, biochemical, compound mixtures, 384-well, from 1536-well plates | inhibition, % at 3.6 µM | RmlC+RmlD coupled enzyme assay, percent inhibition; primary screen in compound mixtures | 0.03% of 160,000 active | dTDP-4-dehydrorhamnose reductase (Mycobacterium tuberculosis (strain ATCC 25618 / H37Rv)) …; in the data active means inhibition mostly above about 34%, no sharp cut-off; further: some results filed as inactive read as strong as hits
Target sequence (P9WH09 whole entry, looked up): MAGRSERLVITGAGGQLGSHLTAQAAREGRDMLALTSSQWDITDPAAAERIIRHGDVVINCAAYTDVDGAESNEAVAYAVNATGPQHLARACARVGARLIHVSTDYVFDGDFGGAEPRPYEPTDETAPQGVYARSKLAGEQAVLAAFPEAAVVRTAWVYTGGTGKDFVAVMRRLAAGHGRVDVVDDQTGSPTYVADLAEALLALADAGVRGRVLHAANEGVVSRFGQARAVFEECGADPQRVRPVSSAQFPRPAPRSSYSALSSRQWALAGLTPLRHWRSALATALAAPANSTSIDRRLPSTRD
Target sequence (P9WH11 whole entry, looked up): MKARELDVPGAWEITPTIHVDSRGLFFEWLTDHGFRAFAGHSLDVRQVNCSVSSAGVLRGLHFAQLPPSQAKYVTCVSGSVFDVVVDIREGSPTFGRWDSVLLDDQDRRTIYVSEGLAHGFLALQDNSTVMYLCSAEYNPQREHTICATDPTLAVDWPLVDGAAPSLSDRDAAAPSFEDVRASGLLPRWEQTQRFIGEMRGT
GlmU inhibition = inhibition of mycobacterial GlmU enzyme – biochemical, glucosamine-1-phosphate acetyltransferase (AID 1376); Bifunctional protein GlmU (Mycobacterium tuberculosis (strain ATCC 25618 / H37Rv)); M. tuberculosis GlmU acetyltransferase enzyme assay; higher % means a stronger effect; inhibition, %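 (tested at 30 µM in the primary screen)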, or IC50 in µM where a hit was titrated; 0.25% of 220,000 active; in the data active means inhibition above about 13%;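 further: 0% = complete reaction with vehicle and 100% = reaction without substrate; strong numbers were not always called active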
Active calls of the source: *; . = not tested or not shown.

Below each compound – RmlCD inh 1536, GlmU inhibition
> C=CCNC(=S)Nc1nc2c(cc1C(=O)OCC)COC(C)(C)C2
  6, 2.3%
> Cc1oc2c(c1C(=O)Nc1cccc(C(=O)O)c1)CCCC2
  11, 1.7%
> O=c1c2c3c(sc2nc2sc(C4CC4)nn12)CCCC3
  ., 0.0%
> COc1ccc(NS(=O)(=O)/C=C/c2ccccc2)cc1
  5, -1.6%
> Cn1c2ccccc2c(=O)c2c(=O)n(C3CCCCCC3)c(C3CCCCC3)nc21
  -4, 2.6%
> Cc1nc2cc(-c3ccc(Cl)cc3)nn2c(C)c1CCC(=O)NC(C)c1ccc2c(c1)OCCO2 (centres undefined)
  ., -1.7%
> COCCCNC(=O)C1CC(=O)N(C2CCCC2)C1 (centres undefined)
  -7, -0.8%
> CCCC(=O)Nc1nc(C(=O)OCC)cs1
  -1, 1.7%
> O=C(COc1ccc(-n2cnnn2)cc1)N1CCN(c2ccc(F)cc2)CC1
  ., 0.2%
> Cc1ccc2c(N)c(C(=O)c3ccccc3)sc2n1
  -1, 0.6%
> CC(=O)c1ccc(NC(=O)C(C)OC(=O)c2ccc3c(c2)nc(C)n3-c2ccccc2)cc1 (centres undefined)
  ., -7.8%
> CCOC(=O)/C(=C\C=C\N1CCOCC1)C(C)=O
  12, 2.5%
> COc1ccc(C2C=C(c3ccccc3)Nc3nc(CCCO)nn32)cc1 (centres undefined)
  -7, 0.1%
> OCCCNc1nc(-c2ccc(Cl)cc2)nnc1-c1ccc(Br)cc1
  -7, -3.2%
> Cc1ccc2nc(-c3ccc(NC(=O)COC(=O)c4ccc(Br)o4)cc3)sc2c1
  1, -0.2%
> N#Cc1cnn2ccc(-c3cc(N4CCOCC4)ccc3[N+](=O)[O-])nc12
  3, -1.6%
> O=C(NCC(O)CO)c1ccc2[nH]c3ccccc3c2c1 (centres undefined)
  ., 3.1%
> COC(=O)c1cc(NC(=O)CC2SCCNC2=O)cc(C(=O)OC)c1 (centres undefined)
  -7, -3.4%
> Cc1cc(C(=O)COC(=O)c2n[nH]c3ccccc23)c(C)n1C
  0, 8.4%
> O=C(CSc1cccc[n+]1[O-])NC1CCCCCCC1
  -5, -2.0%
> CCN(CCO)Cc1cc(=O)oc2cc3c(cc12)CCC3
  ., 6.3%
> CCOc1cc(CNCc2ccccn2)ccc1OCC(=O)NC1CCCCC1
  -4, 6.5%
> O=C(CCl)Oc1ccc2occ(C(=O)c3cccs3)c2c1
  7, -4.0%
> CCCCCCCCC(=O)NCCOc1ccc(OC)cc1
  8, 7.5%
> Cc1ccccc1C1CCCN(Cc2nc(C3CC3)no2)C1 (centres undefined)
  ., 1.2%
> C=CCOC(=O)C1=C(C)NC(SCC(=O)NC(=O)OCC)=C(C#N)C1c1cccnc1 (centres undefined)
  11, 0.0%
> COc1ccc(N(CC(=O)NCC(C)C)S(=O)(=O)c2ccccc2)cc1
  8, 4.4%
> CCOC(=O)C1=C(C)C(c2ccccc2O)NC(=O)N1 (centres undefined)
  ., 0.8%
> COc1cc(C(=O)OCC(C)=O)c([N+](=O)[O-])cc1OC
  -12, 0.1%
> Cn1c(=O)oc2cc(S(=O)(=O)N3CCN(c4cccc(Cl)c4)CC3)ccc21
  13, -4.2%
> CCCOc1ccc(Cn2c(O)cc(=O)[nH]c2=O)cc1
  ., -4.0%
> CC1OC(Nc2ccc(N=Nc3ccccc3)cc2)C(O)C(O)C1O (centres undefined)
  5, -6.8%
> O=C1CC(c2ccccc2)Cc2nc3nc(C(F)(F)F)nn3cc21 (centres undefined)
  5, 2.8%
> CC(C)(C)Nc1nc(SCC(=O)Nc2ccccc2)nc(N2CCOCC2)n1
  5, 1.7%
> COc1cc2ccc(=O)oc2cc1OCC(O)C(C)(C)O (centres undefined)
  ., 4.1%
> Cc1ccc(SCC(=O)NCCC2=CCCCC2)cc1
  -10, -1.5%
> COCCn1cnnc1SCC(=O)c1ccc(S(=O)(=O)N2CCCC2)cc1
  ., -2.1%
> CN(CC(=O)Nc1ccccc1Br)Cc1nc2ccccc2c(=O)[nH]1
  11, -0.7%
> Cc1ccc(C)c(NC(=O)c2ccc(OC(=O)c3ccco3)cc2)c1
  ., 1.0%
> CC(OC(=O)c1cccnc1Cl)C(=O)Nc1ccc(S(N)(=O)=O)cc1 (centres undefined)
  15, 3.6%
> CCCCn1c(=O)[nH]c(=O)c2c(C(=O)OCC)cc(-c3cccs3)nc21
  -8, -0.7%
> C=CCn1c(C)c(C(C)=O)cc(NC(=O)c2ccccc2)c1=O
  2, 4.3%
> COC(=O)N/N=C/c1ccc(-c2ccc(C)c(Cl)c2)o1
  -6, 6.5%
> Cc1cc(=O)oc2cc(OCC3CC(c4ccc(Br)cc4)=NO3)ccc12 (centres undefined)
  ., -6.5%
> O=C(c1ccccc1)c1c[nH]c(C(=O)NCCCn2ccnc2)c1
  ., -0.2%

Four of the compounds above, as labelled records.
> O=C1CC(c2ccccc2)Cc2nc3nc(C(F)(F)F)nn3cc21 (centres undefined)
- RmlCD inh 1536 = 5
- GlmU inhibition = 2.8%

> CC(C)(C)Nc1nc(SCC(=O)Nc2ccccc2)nc(N2CCOCC2)n1
- RmlCD inh 1536 = 5
- GlmU inhibition = 1.7%

> COc1cc2ccc(=O)oc2cc1OCC(O)C(C)(C)O (centres undefined)
- RmlCD inh 1536 = .
- GlmU inhibition = 4.1%

> Cc1ccc(SCC(=O)NCCC2=CCCCC2)cc1
- RmlCD inh 1536 = -10
- GlmU inhibition = -1.5%

Further results.
Below each compound – RmlCD inh 1536, GlmU inhibition
> CC(=NCc1cccnc1)c1c(O)n(Cc2ccccc2)c(=O)[nH]c1=O
  ., 6.2%
> Cc1ccc(N(C(C)C(=O)NCc2ccncc2)S(C)(=O)=O)cc1C (centres undefined)
  -12, -6.0%
> Cc1ccnc(NC(=S)NC(=O)c2cccs2)c1
  ., -22%
> CN1C(=O)CC(C(=O)Nc2ccc(F)cc2)SC1=Nc1ccc2c(c1)OCO2 (centres undefined)
  ., 1.9%
> O=C(CSc1nnc(-c2ccccc2Cl)o1)Oc1ccc(Br)cc1
  ., 1.5%
> O=C(OCCN1CCCC1=O)c1cncc(Br)c1
  ., 2.4%
> COC(=O)C1=C(C)Nc2c(c(=O)n(C)c(=O)n2C)C1c1ccncc1 (centres undefined)
  7, 6.0%
> Cc1cccc(N2CCN(C(=O)c3cc4n(n3)C(C(F)(F)F)CC(c3ccco3)N4)CC2)c1C (centres undefined)
  ., -1.8%
> Oc1cccc(C=NCc2ccccc2)c1
  ., -0.2%
> CCOC(=O)CNC(=O)c1nn(-c2cccc(OC)c2)c(=O)c2ccccc12
  -11, -2.6%
> Cn1nccc1NC(=O)NC(=O)c1c(Cl)cccc1Cl
  11, -4.3%
> COc1cc2c(cc1OC)C[N+](C)(C)CC2
  -2, 4.7%
> O=C(NCc1cccnc1)c1ccc(N2CCOCC2)c([N+](=O)[O-])c1
  33, -1.2%
> N#Cc1cccc(C#N)c1Oc1ccc(S(=O)(=O)Nc2ccc(Cl)cc2)cc1
  -8, 3.6%
> Cn1c2c(c3ccccc31)CCN=C2c1ccccc1
  ., 2.2%
> CC1(c2ccccc2)CC(C)(C)N2C(=O)C(=O)c3cccc1c32 (centres undefined)
  -9, 1.0%
> CCCN(CCC)S(=O)(=O)c1ccc(C(=O)OCCN2C(=O)c3cccc4c(N5CCOCC5)ccc(c34)C2=O)cc1
  0, 2.6%
> N#CC1=C(N)Oc2n[nH]c(-c3cccs3)c2C1c1ccco1 (centres undefined)
  10, 2.6%
> O=C(CSc1cn(CC(=O)N2CCCCC2)c2ccccc12)NCC1CCCO1 (centres undefined)
  3, 8.4%
> Cc1cc(C)c(NC(=O)CSc2nnc(-c3ccccn3)n2N)c(Cl)c1
  -10, 2.1%
> C=CCn1cc(-c2cccc(Cl)c2)cc(C#N)c1=O
  ., 2.0%
> Cc1cc(C)c(C(N)=O)c(Nc2cccc3ccccc23)n1
  ., 5.0%
> CCOC(=O)c1c(-c2ccc(OC)cc2)csc1NC(=O)CSc1ncnc2sccc12
  -10, 0.0%
> Clc1ccc(-c2nnc(-c3cccc4ccccc34)o2)cc1Cl
  ., -4.9%
> CC(C)(C)c1ccc(Oc2ccc(NC(=O)c3ccco3)cn2)cc1
  4, 1.1%
> O=C(NC(=S)Nc1ccccc1N1CCOCC1)c1ccc(-c2ccccc2F)o1
  1, -4.0%
> COc1ccccc1OCc1nc(-c2ccc([N+](=O)[O-])cc2)no1
  -7, -1.3%
> Cn1c(CN2CCCC2)c(C#N)c2ccccc21
  6, -0.6%
> CCOC(=O)c1ccc(NC(=O)N2CCN(c3ccccc3OC)CC2)cc1
  -10, 1.2%
> Cc1cc2c(c(=O)n1Cc1cccnc1)C(c1ccccc1)C(C#N)=C(N)O2 (centres undefined)
  -9, -1.5%

(cont.)
Structure	RmlCD inh 1536	GlmU inhibition
CC(C)Nc1nc(NC(C)C)nc(N(C#N)C(C)C(=O)N(C)C)n1 (centres undefined)	12	-2.2%
COc1ccc(C2C(C(=O)N3CCN(c4ccccc4)CC3)c3ccccc3C(=O)N2C)cc1OC (centres undefined)	4	-6.0%
COc1ccc(/C=N/N2CCN(c3ccccc3OC)CC2)cc1OC	-5	-1.6%
CCOc1ccc(C(=O)Nc2ccc(N3CCN(C)CC3)cc2)cc1Br	12	-2.3%
Cn1c(CCCOc2ccc(Cl)cc2Cl)nnc1SCC(=O)Nc1cccc(F)c1	18	3.6%
CN1/C(=C\C(=O)COC(=O)c2ccc([N+](=O)[O-])o2)C(C)(C)c2ccccc21	.	0.4%
CCCCCCc1ccc(OCC(=O)OC)cc1OCC(=O)OC	-10	6.3%
N#CC1=C(N)Oc2n[nH]c(-c3cccs3)c2C1c1cccs1 (centres undefined)	-7	-1.1%
CC(=O)NN1C(=O)/C(=C\c2ccccc2)SC1=S	7	.
N#C/C(C(=S)Nc1ccccc1)=C1/NN=C(N2CCOCC2)N1c1ccccc1	2	2.0%
Cc1ccc(C2CC(c3ccccc3)=NN2C(=O)CSc2nnc(-c3ccc(Cl)cc3)o2)o1 (centres undefined)	1	-0.3%
Fc1ccc(-n2nnc(-c3cnc4ccccc4c3)n2)cc1	.	3.6%
C=C(C)Cn1c(SCCCO)nc2c1c(=O)[nH]c(=O)n2C	4	1.9%
COc1ccc2c(c1)[nH]c1c(=O)n(Cc3ccncc3)cnc12	.	-2.0%
OCC1CCCN(Cc2cn(Cc3ccccc3)nc2-c2cc3ccccc3o2)C1 (centres undefined)	6	-8.8%
CCOC(=O)c1ccc(NC(=O)CCC2COc3ccccc3O2)cc1 (centres undefined)	10	2.0%
CCC(Sc1ncccc1C(=O)O)C(=O)N1CCCC1 (centres undefined)	13	-1.9%
CCn1ccc(C(=O)NC2=NCCS2)n1	-8	6.1%
CCn1c(C)[n+](CC)c2ccc(S(=O)(=O)NC)cc21	34	-2.3%
Cn1c(=O)c([N+](=O)[O-])c(N2CCN(Cc3ccc4c(c3)OCO4)CC2)c2ccccc21	.	-2.3%
Cc1cccc(NC(=O)C2C3C=CC(C4CC34)C2C(=O)O)c1 (centres undefined)	.	0.7%
N#CCCN/N=C(\Cc1nc2ccccc2[nH]1)c1ccccc1	8	1.4%
Cc1ccc(/C=N/n2c(-c3cccnc3)n[nH]c2=S)s1	-9	4.8%
Cc1nn(-c2ccccc2)c(Cl)c1C(=O)NCc1cccs1	6	0.5%
O=C(CSc1ccc(-c2ccccn2)nn1)NCc1ccccc1	3	1.3%
Cc1cccc2cc(CN(Cc3ccc4c(c3)OCO4)Cc3nnnn3C3CCCC3)c(=O)[nH]c12	.	3.1%
O=C1NC2(CCC3(CC2)OCCO3)NN1c1ccccc1	6	2.5%
N#C/C(=C(/O)COC(=O)COc1ccc(Cl)cc1)c1nc2ccccc2[nH]1	-11	0.6%
Cc1c(C(=O)NN)sc(-c2ccccc2)c1C#N	9	-2.5%
CC(C)CCNC(=O)c1cc(C(=O)c2cc(F)ccc2O)cn(CCC(C)C)c1=O	11	-4.2%

5 entries picked at random from those above, as already listed:
Structure	RmlCD inh 1536	GlmU inhibition
CCOC(=O)c1ccc(NC(=O)CCC2COc3ccccc3O2)cc1 (centres undefined)	10	2.0%
N#C/C(=C(/O)COC(=O)COc1ccc(Cl)cc1)c1nc2ccccc2[nH]1	-11	0.6%
Cn1c(=O)c([N+](=O)[O-])c(N2CCN(Cc3ccc4c(c3)OCO4)CC2)c2ccccc21	.	-2.3%
Cc1ccc(/C=N/n2c(-c3cccnc3)n[nH]c2=S)s1	-9	4.8%
CCn1c(C)[n+](CC)c2ccc(S(=O)(=O)NC)cc21	34	-2.3%

Following part.
Structure	RmlCD inh 1536	GlmU inhibition
CCNC(=O)CN1C(=O)NC(Cc2ccccc2)(Cc2ccccc2)C1=O	5	2.3%
Cc1cccc(Nc2ncccc2C(=O)O)c1C	-10	-1.7%
Cc1noc(C)c1C(=O)Nc1sc(C)c(C)c1C#N	-16	-5.8%
O=C(/C=C/c1ccc(S(=O)(=O)NCc2ccco2)cc1)NCc1cccc(Cl)c1	16	-0.1%
COc1ccc(CCC(=O)Nc2cc([N+](=O)[O-])ccc2OC)cc1	-5	1.5%
O=C1c2ccncc2C(=O)N1C1CCCCC1	7	1.2%
CSc1nc2ccc3nc(NC(=O)c4cccs4)sc3c2s1	-10	0.2%
Cc1ccc(SCc2nc3ccccc3n2CC(=O)Nc2c(C)cccc2C)cc1	-2	6.2%
O=C(CCn1ccc2ccccc21)Nc1ccc(N2CCOCC2)cc1	.	-2.2%

The list is partial, so the mix of outcomes need not match the whole.
